IMPase cell inh = cell-permeable inhibitors of inositol monophosphatase (IMPase); P97697; 120,000 tested, under 10 active; CHO-M1 cells, IP1 accumulation, HTRF TR-FRET ratio; inhibition (IP1 accumulation), % at 46.1 µM; active = well fitted curve in the direction sought with a large enough effect in the signal ratio, not every such curve was filed as active; inconclusive = small, poorly fitted or top-dose-only effect, or a change in a side signal; inactive = no such curve, though single readings can be large or run the other way; the % refers to the signal ratio;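 note: cells stimulated with carbachol in lithium chloride buffer; plate controls were DMSO basal wells for no effect and reference inhibitor wells for full effect; higher means more IMPase inhibition seen as more IP1 and lower FRET ratio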
Target sequence (P97697 whole entry, looked up): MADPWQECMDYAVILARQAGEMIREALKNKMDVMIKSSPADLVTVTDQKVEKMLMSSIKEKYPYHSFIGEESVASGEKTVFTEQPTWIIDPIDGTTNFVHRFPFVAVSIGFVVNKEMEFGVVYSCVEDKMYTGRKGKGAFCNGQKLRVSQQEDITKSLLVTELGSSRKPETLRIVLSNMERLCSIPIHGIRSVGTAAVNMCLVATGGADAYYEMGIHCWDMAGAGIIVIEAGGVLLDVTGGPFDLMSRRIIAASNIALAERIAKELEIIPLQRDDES
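CHO-M1, 2000 cells/well, cultured 16–30 h; cpd up to 46 uM; carbachol (50 uM solution, stimulation buffer w/ 50 mM LiCl, pH 7.4), 30 min 37C; IP-One TR-FRET, 10 min RT; Ex 320/Em 665, 620; Hill-fit AC50.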
* marks the source's active call; other numbers are inactive results; ? = inconclusive.

IMPase cell inh	molecule
-8	CCCCSc1nnc2c(n1)OC(c1ccc(C)s1)Nc1ccccc1-2 (centres undefined)
3	Cc1ccc(N(CC(=O)NCCSc2ccccc2)S(=O)(=O)c2ccc(F)cc2)cc1
4	COc1ccc(C(=O)N2CCC(C(=O)Nc3ccc(OC)cc3OC)CC2)cc1
-4	CCOc1ccc(NC(=O)c2cn(C3CCCCC3)c(=O)c3c2c2ccccc2n3C)cc1
2	CCc1ccc(-c2nc(SCC(=O)NCC3CCCO3)c(-c3ccc(F)cc3)[nH]2)cc1 (centres undefined)
-1	COC(=O)c1c(C)oc2ccc(N(C(=O)c3ccncc3)S(=O)(=O)c3cc(C)c(C)cc3C)cc12
1	CCc1nn2c(=O)c(S(=O)(=O)Nc3ccc(C(C)C)cc3)c(C)nc2s1
6	COc1ccccc1/C=C/c1nc2ccccc2n1C(C)C

Next section; it opens with the 6 that closed the last part.
IMPase cell inh	molecule
4	COc1ccc(C(=O)N2CCC(C(=O)Nc3ccc(OC)cc3OC)CC2)cc1
-4	CCOc1ccc(NC(=O)c2cn(C3CCCCC3)c(=O)c3c2c2ccccc2n3C)cc1
2	CCc1ccc(-c2nc(SCC(=O)NCC3CCCO3)c(-c3ccc(F)cc3)[nH]2)cc1 (centres undefined)
-1	COC(=O)c1c(C)oc2ccc(N(C(=O)c3ccncc3)S(=O)(=O)c3cc(C)c(C)cc3C)cc12
1	CCc1nn2c(=O)c(S(=O)(=O)Nc3ccc(C(C)C)cc3)c(C)nc2s1
6	COc1ccccc1/C=C/c1nc2ccccc2n1C(C)C
-9	Cc1cc(OCC(=O)Nc2sc3c(c2C(N)=O)CCCC3)ccc1C(C)C
5	Cc1ccc(-c2nnc(Nc3ccc(O)cc3)c3ccccc23)cc1S(=O)(=O)NCc1nc2ccccc2[nH]1
16	COc1ccc(-c2cc(C(F)(F)F)nc(SCC(=O)N3CCC(C)CC3)n2)cc1
2	COCCn1c(=N)c(C(=O)NC2CCCC2)cc2c(=O)n3cc(C)ccc3nc21
-5	CCC(=O)N1CCc2cc(S(=O)(=O)Nc3cc(C)ccc3OC)ccc21
-4	Cc1cccn2c(=O)c3cc(C(=O)NCc4ccccc4)c(=N)n(CCOCCO)c3nc12
13	Cc1cccc(NC(=O)c2sc3nc(N4CCOCC4)c4c(c3c2N)CC(C)(C)OC4)c1
-6	Cc1ccccc1NC(=O)c1ccccc1NC(=O)c1ccccc1F

Next records
IMPase cell inh	molecule
3	Cc1ccc(OCc2nc3ccccc3n2CC(C)C)cc1
12	COc1cc2nc(Nc3ccc(F)cc3)nc(N)c2cc1OC
0	Cc1ccc(CN2C(=O)SC(Nc3ccc(Cl)cc3)C2=O)cc1 (centres undefined)
3	COc1cc(C(=O)Nc2ccc(Cl)c(-c3nc4ncccc4o3)c2)cc(OC)c1OC
-13	CCC1CCc2nc3sc(C(=O)Nc4ccc(C)cc4C)c(N)c3cc2C1 (centres undefined)
1	COc1cccc(C2CC(=O)Nc3cc4c(cc32)OCO4)c1OC(C)C (centres undefined)
?	CCC1=Nc2cc(C(=O)NCCc3ccc(OC)c(OC)c3)ccc2Sc2ccccc21
-6	CCOC(=O)c1c(NC(=O)COc2cc(C)ccc2C(C)C)sc(C)c1C

Single entries from the entries so far.
Result of `Cc1ccc(N(CC(=O)NCCSc2ccccc2)S(=O)(=O)c2ccc(F)cc2)cc1` under IMPase cell inh: 3
Result of `COc1cccc(C2CC(=O)Nc3cc4c(cc32)OCO4)c1OC(C)C` (centres undefined) under IMPase cell inh: 1
Result of `Cc1ccccc1NC(=O)c1ccccc1NC(=O)c1ccccc1F` under IMPase cell inh: -6
Result of `Cc1cccn2c(=O)c3cc(C(=O)NCc4ccccc4)c(=N)n(CCOCCO)c3nc12` under IMPase cell inh: -4
Result of `CCC(=O)N1CCc2cc(S(=O)(=O)Nc3cc(C)ccc3OC)ccc21` under IMPase cell inh: -5

New compounds follow
IMPase cell inh	molecule
-2	CCOc1ccccc1NC(=O)CSc1nnc(N)s1
-10	COc1ccccc1/C=C(\C#N)C(=O)NCC1CCCO1 (centres undefined)
5	Cc1cc(C(F)F)n2nc(C(=O)Nc3ccc(C(C)C)cc3)nc2n1
-1	Cc1ccc(NC(=O)Cn2cc(C(=O)C3CC3)c3ccccc32)cc1C
9	Cc1ccc(NC(=O)C2CCN(S(=O)(=O)c3c(C)noc3C)CC2)c(C)c1
?	CC1=C(C(=O)Nc2ccc(F)cc2)C(c2ccc(N(C)C)cc2)NC(=O)N1 (centres undefined)
-12	COc1ccc(-c2oc3ncn4nc(-c5ccc(Cl)cc5)nc4c3c2-c2ccc(OC)cc2)cc1
7	CC1CCCCN1C(=O)CSc1nnc(-c2ccccc2Cl)o1 (centres undefined)

The list continues.
IMPase cell inh	molecule
1	CC1CCCN(Cc2c(O)ccc3c(=O)c(Oc4ccccc4Cl)c(C(F)(F)F)oc23)C1 (centres undefined)
-9	Cc1ccc(C)c(NC(=O)CN(CCc2ccccc2)S(=O)(=O)c2ccccc2)c1
7	COc1cc(OC)cc(-c2nnc(SCC(=O)N3CCC(C)CC3)o2)c1
6	CCOc1ccccc1C(=O)NC1(C(F)(F)F)C(=O)Nc2c1c(=O)[nH]c(=O)n2-c1ccccc1 (centres undefined)
-1	COc1cccc(C2Nc3ccccc3-c3nnc(SCc4ccccc4)nc3O2)c1OC (centres undefined)
3	O=C(Cc1ccccc1)Nc1sc2c(c1C(=O)Nc1ccc(Br)cc1)CCCC2
6	COc1ccc(-c2nc3n(n2)C(c2cccc(C)c2)C(C(N)=O)=C(C)N3)cc1OC (centres undefined)
-3	CC(C)n1c(=N)c(C(=O)NCc2cccnc2)cc2c(=O)n3ccccc3nc21

The list goes on.
IMPase cell inh	molecule
-7	O=C1Nc2c(c(=O)[nH]c(=O)n2-c2ccccc2)C1(NS(=O)(=O)c1ccc(Cl)cc1)C(F)(F)F (centres undefined)
9	COc1cc(OC)cc(C(=O)Nc2cc3c(cc2N2CCCCC2)n(C)c(=O)n3C)c1
-2	COC(=O)c1sc(NC(=O)/C=C/c2ccc(OC)c(OC)c2)c(C(=O)OC)c1C
-4	Cc1ccc(S(=O)(=O)N2CCN(Cc3ccccc3Cl)CC2)cc1
-4	COc1ccc(-c2nc(SCC(=O)Nc3ccc4c(c3)OCCO4)c(-c3ccc(F)cc3)[nH]2)cc1
7	CCCCCN1C(C(=O)c2ccccc2)=C(NC(=O)c2ccccc2Cl)c2ccccc2S1(=O)=O
-6	CCOc1ccccc1NC(=O)c1sc2nc(-c3ccc(OC)cc3)ccc2c1N
-6	CCN(CC)C(=O)c1ccc(Nc2nnc(-c3ccc(C)c(S(=O)(=O)NC)c3)c3ccccc23)cc1

Following part.
IMPase cell inh	molecule
-7	CN(C)C(=O)c1c(NC(=O)c2ccccc2F)sc2c1CCCC2
3	COc1cccc(NC(=O)CSc2nc3ccccc3n2C)c1
-2	CCOC(=O)C(Cc1c[nH]c2ccccc12)NC(=O)COc1ccc(Cl)c(C)c1 (centres undefined)
?	Cc1ccccc1Nc1c(-c2c[nH]c3ccccc23)nc2cccc(C)n12
7	O=C(O)CCc1ccc(-c2ccccc2)n1-c1ccc(C(=O)O)cc1
-6	COc1ccc(CC(=O)Nc2sc3c(c2C(=O)Nc2ccc(C)cc2)CCCCC3)cc1
3	Cc1nn(-c2ccccc2)c2sc(C(=O)Nc3cccc(Cl)c3)cc12
-4	COc1cc(C(=O)Nc2cc3c(cc2C)n(C)c(=O)c(=O)n3C)cc(OC)c1OC

(cont.)
IMPase cell inh	molecule
-2	CC(=O)c1cccc(NC(=O)CCCSc2nc(-c3ccco3)cc(C(F)(F)F)n2)c1
-1	Cc1ccc(CNS(=O)(=O)c2c(C)nc3scc(C)n3c2=O)cc1
14	CCOc1ccc(NC(=O)NCCCN2CCN(c3ccc(F)cc3)CC2)cc1
2	COc1ccc(/C=C/C(=O)Nc2ccc(Cl)c(Cl)c2)cc1OC
9	CCOc1ccc(C2C(C(N)=O)=C(C)Nc3nc(-c4cccc(Cl)c4)nn32)cc1OC (centres undefined)
4	Cc1cc(NS(=O)(=O)c2ccc(NC(=O)COc3c(C)ccc(C)c3C)cc2)nc(C)n1
-5	CCC1(C)Cc2c(sc3nc(SC)n(-c4ccc(C)cc4)c(=O)c23)CO1 (centres undefined)
2	COc1ccc(NC(=O)CSc2nc(-c3cccs3)cc(C(F)(F)F)n2)c(OC)c1

New compounds follow.
IMPase cell inh	molecule
-3	CCOC(=O)c1cc(OC(=O)c2ccccc2C)n(-c2ccccc2)n1
3	Cc1ccc(CNc2nc3ccc(Cl)cc3n3nnnc23)cc1
?	O=C(CSc1nc(-c2ccc(F)cc2)[nH]c1-c1ccccc1)Nc1ccccc1
?	CC(=O)c1ccc(N2CCN(C(=O)C3CCCN(S(=O)(=O)c4ccc(Br)s4)C3)CC2)cc1 (centres undefined)
5	COc1cc(NC(=O)c2cn(C3CCCC3)c(=O)c3c2c2ccccc2n3C)cc(OC)c1OC
-10	CCOC(=O)c1[nH]c2c(c1Cc1ccccc1C)C(=O)CC(c1cc(OC)ccc1OC)C2 (centres undefined)
3	CC(=O)c1cccc(-n2c(CCC(=O)O)ccc2-c2ccccc2)c1
5	CCOC(=O)c1cnc2c(C)cc(C)cc2c1Nc1ccc(N2CCOCC2)cc1

(next part)
IMPase cell inh	molecule
7	CCOc1ccc(CN(CCc2ccc3c(c2)OCO3)Cc2cc(OC)cc(OC)c2)cc1
0	CC1CCN(Cc2c(O)ccc3c(=O)c(-c4ccc(Cl)cc4)c(C(F)(F)F)oc23)CC1
-1	COc1ccc(-c2nc3cc(NC(=O)c4ccc(C)cc4)ccc3o2)cc1Cl
5	CCOc1ccc(N(CC(=O)Nc2ccc3c(c2)OCO3)S(=O)(=O)c2ccccc2)cc1
2	Clc1ccc(CCNC(c2nnc(-c3ccccc3)o2)c2ccccc2Cl)cc1 (centres undefined)
-15	CCOc1ccc(-c2ncnn2-c2sc3c(c2C#N)CCCCC3)cc1
4	O=C1c2ccccc2C(=O)C1(c1ccccc1)N1CCN(c2cccc(C(F)(F)F)c2)CC1
7	COc1ccc(OC)c(NC(=O)Cn2c(=O)n(CC3CCCO3)c(=O)c3cc(OC)c(OC)cc32)c1 (centres undefined)

Remaining list, next part
IMPase cell inh	molecule
-11	CCCCn1c(-c2ccc(S(=O)(=O)N3CCOCC3)cc2)csc1=Nc1ccccc1
-10	CC(=O)c1cccc(NC(=O)Cn2c(-c3cncs3)nc3ccccc32)c1
1	CCOc1ccc(C2Nc3ccccc3-c3nnc(SCc4ccccc4)nc3O2)cc1OC (centres undefined)
6	COc1ccc(-c2nc(SCC(=O)Nc3ccc4c(c3)OCCO4)c(-c3ccccc3)[nH]2)cc1
1	CCCOc1ccc(-c2nc(N3CCCCC3)c3ccccc3n2)cc1
2	CCC(Oc1ccccc1F)C(=O)Nc1c(C(=O)c2ccccc2)oc2ccccc12 (centres undefined)
-9	COC(=O)c1c(NC(=O)/C(C#N)=C/c2ccccc2)sc2c1C(C(=O)OC)CC2 (centres undefined)
-1	COc1ccccc1C(=O)Nc1cc2c(cc1N1CCCCC1)n(C)c(=O)n2C

Continuation:
IMPase cell inh	molecule
14	COc1ccc(-c2nc3ccccc3n3c(-c4cccc(C)c4)c4c(=O)n(C)c(=O)n(C)c4c23)cc1OC
-18	Cc1ccc(C2C=C(c3ccccc3)Nc3nc(NS(C)(=O)=O)nn32)cc1 (centres undefined)
-5	CC1CCCN(Cc2c(O)ccc3c(=O)c(-c4ccc(Cl)cc4)c(C(F)(F)F)oc23)C1 (centres undefined)
1	Cc1cc(F)ccc1NCc1ccccc1-c1nnc(-c2ccccc2Cl)o1
2	Cc1ccc(NC(=O)/C=C/c2ccc(C)o2)c(C)c1
-5	Cc1cccc(C(=O)Nc2ccc(-c3nc4cc(C(C)C)ccc4o3)cc2)c1
0	Cc1ccc(NC(c2ccc(Cl)cc2)c2nnc(-c3cccc(F)c3)o2)cc1C (centres undefined)
9	COc1ccc(-c2csc3nc(-c4ccc(F)cc4)oc(=O)c23)cc1OC

Further results follow:
IMPase cell inh	molecule
18	Cc1ccc(C)c(OCCn2cc(C(=O)c3cccs3)c3ccccc32)c1
17	COc1ccccc1NC(=O)c1cc2c(n(-c3ccc(C)cc3)c1=O)CC(C)(C)CC2=O
6	CCCCCCc1cc2cc(-c3nnc(-c4cccc(Cl)c4)o3)c(=O)oc2cc1O
8	COc1nnc(-c2ccc(N3CCCCC3)c(NC(=O)c3ccccc3Cl)c2)c2ccccc12
0	CCOc1ccccc1NC(=O)Cn1cnc2c1c(=O)n(C)c(=O)n2C
?	CCC1CCc2c(sc(NC(=O)C3c4ccccc4Oc4ccccc43)c2C(=O)OC)C1 (centres undefined)
-1	O=C(CCC1N=C2c3ccccc3N=C(SCC(=O)Nc3ccccc3F)N2C1=O)NCc1ccco1 (centres undefined)
0	Cn1c(=O)c(=O)n(C)c2cc(NS(=O)(=O)c3ccc(Br)cc3)c(Cl)cc21

Later entries.
IMPase cell inh	molecule
-3	Cc1ccc2nc(-c3ccsc3)c(Nc3ccccc3C)n2c1
9	COCCNC(=O)CSc1nc(-c2ccccc2)[nH]c1-c1ccc(C)cc1
-6	Cc1ccccc1Nc1c(-c2ccncc2)nc2ccc(Cl)cn12
?	COc1ccccc1CNC(=O)c1cccc(Nc2nc3ccccc3n3nnnc23)c1
5	COc1ccc(-c2nc(-c3ccccc3)c(-c3ccc(F)cc3)[nH]2)c(OC)c1C
5	CCCCN1C(=O)C(O)(CC(=O)c2ccc(C(C)(C)C)cc2)c2ccccc21 (centres undefined)

Another view of 4 compounds above:
molecule	IMPase cell inh
Cc1ccccc1Nc1c(-c2ccncc2)nc2ccc(Cl)cn12	-6
COc1ccccc1CNC(=O)c1cccc(Nc2nc3ccccc3n3nnnc23)c1	?
COc1ccc(-c2nc(-c3ccccc3)c(-c3ccc(F)cc3)[nH]2)c(OC)c1C	5
CCCCN1C(=O)C(O)(CC(=O)c2ccc(C(C)(C)C)cc2)c2ccccc21 (centres undefined)	5

Only part of the results is shown; count on the stated rates, not on these rows.
